RSV antiviral HEp-2: inhibition of RSV-induced cytopathic effect – HEp-2 cells, primary 10 µM value included (AID 2391) | HEp-2 cells, RSV-induced CPE inhibition; higher % means a stronger effect | CPE inhibition, % at 10 µM, or IC50 in µM where a hit was titrated | 310,000 compounds, 0.13% hits; in the data active means a potency from the dose series; inconclusive means CPE inhibition mostly from about 23% at the one dose, without a potency; inactive means the rest, 99 in 100 with CPE inhibition below about 21%; further: strong numbers were not always called active
HIV peptide binding: inhibitors of HIV fusion peptide binding, primary screen, biochemical, uHTS, fluorescence dequenching (AID 1986). 290,000 compounds, 0.3% hits. one-dose inhibition, % at 20 µM; IC50 in µM for titrated hits. cell-free peptide binding, fluorescence dequenching, 30 min; higher % means a stronger effect; in the data active means inhibition mostly above about 52%, no sharp cut-off; inactive means mostly below about 76%; further: some results filed as inactive read as strong as hits
GPR55 antagonists: GPR55 antagonists blocking LPI-driven arrestin recruitment, primary screen, imaging, U2OS, beta-arrestin-GFP, LPI agonist (AID 2013); 290,000 compounds, 0.13% hits; one-dose inhibition, % at 10 µM; IC50 in µM for titrated hits; U2OS GPR55 beta-arrestin-GFP translocation imaging, LPI antagonism; higher % means a stronger effect;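 active means spots per cell inhibited over 60%, with over 100 cells counted and total cytoplasm intensity under 500,000; inconclusive means wells with under 100 cells, flagged as likely toxic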;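 further: U2OS cells stably carrying GPR55 and arrestin-GFP stimulated by 5 µM LPI near EC80; imaged beta-arrestin-GFP aggregate spots per cell after agonist stimulation; plate controls were LPI-stimulated DMSO wells for no effect and DMSO wells without LPI for full effect; some results filed as inactive read as strong as hits; confirmed hits need IC50 under 10 µM and bright autofluorescent wells are also inconclusive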
GPR35 antagonists: GPR35 antagonists blocking zaprinast-driven arrestin recruitment, primary screen, imaging, U2OS, beta-arrestin-GFP, zaprinast agonist (AID 2058) | inhibition, % at 10 µM, or IC50 in µM where a hit was titrated | 290,000 compounds, 0.052% hits | U2OS GPR35 beta-arrestin-GFP translocation imaging, zaprinast antagonism; higher % means a stronger effect;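 active means inhibition of at least 50% with at least 30 cells and total cytoplasm GFP at most 10,000,000; inconclusive means under 30 cells or total GFP of 10,000,000 plus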
UTI89 phage lysis: protection from phage-mediated lysis, alamar blue read-out – E. coli UTI89, K1F phage, bacterial capsule biogenesis inhibitors (AID 488966); E. coli UTI89 K1F phage lysis, alamar blue, 2 h; higher % means a stronger effect; inhibition, % at 100 µM; hits with a dose series show IC50 in µM; 340,000 compounds, 0.02% hits;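 active means phage lysis inhibition, versus mean bacterial control, above a set limit; inconclusive means no clear call, values can overlap the other calls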;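 further: capsule biogenesis inhibitors block K1F phage lysis so surviving cells raise fluorescence; higher fluorescence means more inhibition of phage lysis; actives were called in the ten point dose series up to 300 µM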
NS5 inhibitors: flavivirus cap methylation enzyme inhibition – biochemical, confirmation dose response, primary screen (AID 588689) | Dengue-2 NS5 methyltransferase capping enzyme assay, biochemical; higher % means a stronger effect | one-dose inhibition, % at 25 µM; IC50 in µM for titrated hits | 340,000 compounds, 0.3% hits; in the data active means a potency from the dose series; inconclusive means inhibition above about 29% without an active follow-up result
SV40 large T antigen: TAg ATPase/helicase activity blockers – biochemical (AID 1903). 310,000 compounds, 0.39% hits. SV40 large T antigen ATPase/helicase inhibition assay; higher % means a stronger effect. inhibition, % at 20 µM; hits with a dose series show IC50 in µM; in the data active means a potency from the dose series; inconclusive means inhibition mostly from about 32% at the one dose, without a potency; inactive means the rest, 99 in 100 with inhibition below about 32%; further: strong numbers were not always called active
PhoP inhibition: PhoP-dependent GFP reporter repression – Salmonella Typhimurium, primary screen (AID 1863); 300,000 compounds, 0.16% hits; S. Typhimurium PhoP-regulated promoter GFP reporter, 4 h; higher % means a stronger effect; one-dose inhibition, % at 50 µM; IC50 in µM for titrated hits;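 active means inhibition over 29.93%, a cutoff 3 SD above the screen mean, later confirmed by dose response; inconclusive means inhibition over 29.93% but no dose response follow-up; inactive means inhibition at most 29.93% or unconfirmed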;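 further: 0% = low Mg2+ inducing control and 100% = high Mg2+ repressing control; strong numbers were not always called active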
Rac1 GTP hydrolysis: MgcRacGAP GTPase-activating activity inhibitors, confirmation, biochemical, ADP Hunter fluorescence; MgcRacGAP-stimulated Rac1 GTP hydrolysis, ADP Hunter fluorescence; higher % means a stronger effect; GST-tagged Rac1 F28L mutant substrate; inhibition, % at 30 µM, or IC50 in µM where a hit was titrated; 340,000 compounds, 0.6% hits; AID 624330;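 active means first-screen hits whose inhibition reached a set limit at any dose in the follow-up dose series; inconclusive means inhibition above the set first-screen limit but never retested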;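 further: fluorescence reports GDP produced by GAP-driven GTP hydrolysis; strong numbers were not always called active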
* = called active by the depositor; ? = inconclusive; / = no result given; [ ] = another dose, or the depositor's remark. The order is random; about 1.5% have a hit in one of these screens.

SMILES | RSV antiviral HEp-2 | HIV peptide binding | GPR55 antagonists | GPR35 antagonists | UTI89 phage lysis | NS5 inhibitors | SV40 large T antigen | PhoP inhibition | Rac1 GTP hydrolysis
CCOC(=O)N1CCN(C(=O)c2ccc3c(=O)n(-c4ccc(F)cc4)c(=S)[nH]c3c2)CC1 | -0.7% | -0.2% | -9% | -5% | -0.7% | -3% | 4% | 10% | -4%
CCOc1ccc(S(=O)(=O)NCc2ccc3c(c2)OCO3)cc1NC(C)=O | 0.4% | 0.3% | 1% | 6% | 4.7% | -12% | 24% | 7% | 5%
COc1ccc(C(=O)CN2C(=O)NC3(CCc4ccccc43)C2=O)c(OC)c1 (centres undefined) | -1.4% | / | / | / | 0.6%[50 µM] | -4% | 5% | -2% | 11%
CC1CCN(S(=O)(=O)c2cc(C(=O)Nc3ccccn3)ccc2Br)CC1 | 17% | / | / | / | -0.6%[50 µM] | -10% | 9% | -3% | 7%
CCOC(=O)c1cc(-c2ccccc2)nc2c1c(C)nn2-c1ccccn1 | ? | -3.4% | -6% | -10% | -0.5% | -8% | 4% | 4% | 3%
CCOC(=O)c1ccc(-c2cc(C)no2)[nH]1 | 2.2% | 2.3% | 4% | 0% | 1.6%[50 µM] | 2% | 4% | 1% | 7%
CC1Cc2ccccc2N1C(=O)CSc1nncs1 (centres undefined) | -0.5% | / | / | / | 0.7%[50 µM] | -9% | / | / | 2%
CCCC[C@@H]1CNC(=S)N1CCC12CC3CC(CC(C3)C1)C2 | 6.0% | 1.4% | -12% | -5% | 1.0% | -1% | 2% | -7% | 5%
O=C(N/N=C/c1cccc([N+](=O)[O-])c1)c1cc2c(ccc3ccccc32)o1 | 2.1% | -6.5% | 12% | 6% | 2.8% | 2% | 6% | -1% | 11%
Cc1ccc(C2=N/C(=C\c3ccc(F)cc3)C(=O)N2)cc1 | 0.5% | / | / | / | 0.5%[50 µM] | 0% | / | / | 7%
O=C(CSc1nnc(SCc2ccc(F)cc2)s1)Nc1ccc(C(=O)O)cc1 | 0.1% | 6.4% | 0% | 4% | -1.2%[50 µM] | 0% | 20% | -9% | 2%
CC1CCCN(C(=O)CSc2nc3ccccc3o2)C1 (centres undefined) | 2.2% | -4.2% | 7% | 10% | 3.0% | -4% | 5% | 3% | 7%
COc1ccc(C=O)cc1Oc1nc(Cl)ncc1F | 0.7% | -1.6% | 7% | 8% | 2.3% | -1% | 3% | 5% | 10%
Cc1cccn2c(=O)c3cc(C#N)c(=O)n(-c4c(C)n(C)n(-c5ccccc5)c4=O)c3nc12 | 1.5% | 2.6% | -13% | 5% | -1.8% | -9% | 17% | -1% | 1%
O=C1OC(Nc2ccccn2)c2ccccc21 (centres undefined) | 1.1% | 5.0% | 21% | 9% | 0.1% | -7% | 0% | 0% | 7%
O=C(CCNC(=O)c1ccccc1Cl)Nc1nc(-c2ccccc2Cl)cs1 | 7.6% | -0.5% | 9% | 3% | -0.1% | -6% | 2% | 4% | 9%
Cc1c(/C=N/NC(=O)CNc2ccccc2)c2ccccn2c1C(=O)c1ccccc1 | 11% | 2.5% | 1% | 3% | 0.3%[50 µM] | -2% | 0% | 1% | 10%
Cc1ccc(Cl)cc1N1CCN(C(=O)CSc2nnc3n2C(C)(C)Cc2ccccc2-3)CC1 | 49% | 0.1% | 7% | -1% | 0.6% | 0% | 9% | -6% | 9%
O=C(O)c1cc(-c2ccc(/C=C3\NC(=O)N(c4ccccc4)C3=O)o2)ccc1Cl | 5.0% | 32% | -9% | -11% | 0.0% | 3% | 23% | -4% | 18%
COc1ccc(CCN2C(=O)NC(NC(C)=O)(C(F)(F)F)C2=O)cc1OC (centres undefined) | 1.2% | 1.6% | -5% | 9% | 3.8% | -8% | -1% | -4% | 7%
COc1cc(-c2nnc(SCc3cc(=O)oc4cc(O)c(O)cc34)o2)cc(OC)c1OC | -1.6% | 34% | -11% | -10% | -2.0% | >100µM* | 2.8µM* | 7% | ?
CC(=O)c1c(C)nc(-c2ccc3c(c2)OCO3)n1O | 0.9% | -2.8% | -7% | 16% | 0.3% | 4% | 8% | 5% | 12%
Cc1nn(-c2ccccc2)c(Cl)c1/C=C1/C(=N)N2N=C(C(C)C)SC2=NC1=O | 4.3% | 28% | 19% | 18% | -0.7%[50 µM] | 5% | 10% | -16% | -5%
COc1ccc(C2NC(=S)NC(C)=C2C(=O)Nc2ccccn2)cc1OC (centres undefined) | 1.0% | 1.5% | 5% | -7% | -1.7% | -1% | 3% | 10% | 1%
CCn1cc(C(=O)NCCCN2CC(C)CC(C)C2)c2cc(OC)c(OC)cc2c1=O (centres undefined) | 0.1% | -1.8% | -12% | 10% | 0.0% | 1% | 3% | 8% | 9%
COc1ccc(CCNC(=O)C2CCN(S(=O)(=O)c3ccc(-n4cnnn4)cc3)CC2)cc1OC | 5.3% | 3.5% | -3% | -2% | 1.7% | 0% | 7% | -9% | 4%
CC(C)(C)C(=O)Nc1ccccc1C(=O)Nc1ccncc1 | 1.2% | 2.8% | 10% | -8% | 10% | -3% | 4% | 8% | 1%
Nc1c(C(=O)NCCc2ccccc2)nnn1Cc1ccc(Cl)cc1 | 1.4% | 1.6% | 2% | 3% | 0.1% | -7% | 0% | 5% | 3%
CC(=O)NC(C)c1nc2ccccc2n1Cc1ccccc1F (centres undefined) | 0.1% | 2.6% | 12% | -14% | -0.2% | -6% | 9% | -5% | -4%
CC(=O)N1CCc2cc(S(=O)(=O)CCC(=O)N3CCN(c4ccccn4)CC3)ccc21 | 1.5% | -0.1% | 6% | 10% | 5.2% | -10% | 5% | 0% | 7%
COc1ccc(-n2c(COc3ccccc3)n[nH]c2=S)cc1 | 2.3% | -0.4% | 3% | 10% | 0.7% | 5% | 0% | -6% | 3%
COc1ccc(C(=O)OC(C)C(=O)NC(C)CCc2ccccc2)cc1OC (centres undefined) | 4.2% | 0.6% | 6% | 4% | -0.1% | -5% | 9% | -7% | /
O=C(Nc1ccccc1)c1ccc(NCC2CCCO2)c([N+](=O)[O-])c1 (centres undefined) | 3.1% | -2.1% | -6% | 2% | 0.1% | 2% | 16% | 8% | 6%
C=CCNC(=S)Nc1cccc(N)c1 | 1.0% | 0.0% | -8% | 1% | -0.4% | 9% | 9% | -4% | -1%
CCN(CC)C(=S)SCC(=O)NC12CC3CC(CC(C3)C1)C2 | 13% | 1.5% | 12% | 1% | 2.1% | -8% | 8% | -27% | 7%
CS(=O)(=O)N1CCN(C(=O)Cc2cccs2)CC1 | 1.1% | 1.0% | 6% | -11% | 4.4% | 3% | 6% | -8% | 7%
COc1ccc(Oc2ccccc2/C=N/O)cc1 | 1.1% | 1.5% | 7% | 13% | 0.9% | -6% | -2% | 35% | 3%
Cc1ccc(C(=O)Oc2ccc3c(c2)ncn3C)cc1 | -0.1% | -1.9% | 31% | -2% | 1.1%[50 µM] | -1% | 20% | 7% | 6%
COc1ccc(N(C(C)C(=O)NCCSCc2cccc(Cl)c2)S(C)(=O)=O)cc1 (centres undefined) | 5.0% | 0.6% | 12% | 5% | -0.1% | -6% | 0% | 11% | 10%
CC(NC(=O)CCC(=O)NC(C)C1COc2ccccc2O1)C1COc2ccccc2O1 (centres undefined) | 0.1% | -3.4% | -5% | 22% | -0.2% | 7% | 12% | -1% | 7%
O=C(O)c1ccc(/C=C2\SC(=S)N(Nc3ccccc3)C2=O)cc1 | 1.1% | 2.6% | 16% | 10% | 0.4% | 58µM* | 32% | -8% | 13%
C#CCOCCOCCOCCNc1nc(N2CCN(C(=O)[C@H]([C@@H](C)CC)n3cc(CCCCN)nn3)CC2)nc(N2CCN(C(=O)[C@H](C)n3cc(CCC(=O)O)nn3)CC2)n1 | 0.8% | -0.3% | 9% | 23% | 1.5% | -6% | 9% | -2% | 6%
CCOc1ccc(NC2c3ccccc3C(=O)N2Cc2ccco2)cc1 (centres undefined) | 15% | 6.1% | -7% | -15% | -1.9% | -6% | 11% | -7% | -4%
COc1ccc(CC(=O)Nc2cc(Cl)ccc2O)cc1 | 2.2% | -2.6% | 2% | 2% | -1.7% | 9% | 18% | 2% | 5%
CC(=O)c1c(C)[nH]c(C(=O)OCc2ccc(F)cc2Cl)c1C | 11% | 0.9% | 0% | 4% | 0.4% | 0% | 10% | -4% | 11%
Cc1cc(C)cc(OCC(=O)O/N=C(\N)c2cccnc2)c1 | / | 1.1% | -9% | 13% | / | / | / | -9% | /
CC(Sc1ccc2c(c1)OCCO2)C(=O)Nc1ccc(N2CCOCC2)cc1 (centres undefined) | 1.8% | -1.9% | 10% | 9% | -0.2% | -3% | -8% | -11% | 6%
CC1CCN(C(=S)NC(=O)c2ccco2)CC1 | 0.5% | -0.2% | -3% | -24% | -0.4%[50 µM] | -3% | 4% | -4% | 4%
CC(=O)N1CCN(C(=S)Nc2ccc(SC(F)F)cc2)CC1 | 2.8% | 1.0% | 9% | 4% | 2.3% | -3% | 4% | -2% | 7%
COc1ccccc1OCC(=O)N1CC2(C)CC1CC(C)(C)C2 (centres undefined) | 1.5% | 0.0% | -3% | -1% | -0.1% | -1% | 11% | -11% | 8%
O=C1/C(=C\c2ccccn2)SC(=S)N1c1ccc(S(=O)(=O)Nc2nccs2)cc1 | 2.1% | 5.6% | -16% | -17% | -0.7% | 18% | 13% | -1% | 10%
CC1Sc2ccc(S(=O)(=O)N3CCC(C(=O)NCc4ccc(Cl)cc4)CC3)cc2NC1=O (centres undefined) | 1.5% | 0.3% | -11% | -3% | -1.6% | -5% | -6% | 1% | 5%
COc1ccc2[nH]c3nc(SCC(=O)NNC(=O)c4ccc(OC)c(OC)c4)nnc3c2c1 | -1.5% | -2.9% | 15% | 7% | -0.9% | -4% | 3% | 1% | 2%
c1ccc2c(c1)oc1c(N3CCN(Cc4ccc5c(c4)OCO5)CC3)ncnc12 | / | -3.0% | -14% | 5% | 9.2% | -5% | 14% | 27% | 3%
CCNc1nc(NCC)n2c(SCC(=O)Nc3ccc(CC)cc3)nnc2n1 | -0.1% | / | / | / | 0.8%[50 µM] | 16% | 14% | 3% | 20%
